FadD28 binding: M. tuberculosis FadD28 bisubstrate binding inhibition; FadD28 bisubstrate probe binding, fluorescence polarization; AID 588549; inhibition, % at 12.5 µM; 360,000 compounds, 0.22% hits; in the data active = inhibition above about 8.5%, passing the limit was not always enough; inconclusive = no clear call, values can overlap the other calls
Rv3671c protease: inhibitors of M. tuberculosis serine protease Rv3671c; P9WHR9; inhibition, % at 5.96 µM; 320,000 compounds, 0.048% hits; in the data active = inhibition above about 38%;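 note: extracellular domain of Rv3671c used as enzyme; 0% = enzyme with DMSO and 100% = no enzyme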
BoNT-F LC inh: inhibitors of Botulinum neurotoxin F light chain protease; AID 588497; inhibition, % at 10 µM; Multiplex microsphere protease cleavage assay, flow cytometry; 360,000 compounds, 0.22% hits; in the data active = inhibition above about 35%, passing the limit was not always enough; inconclusive = no clear call, values can overlap the other calls; note: plate controls were buffer without enzyme for full effect and enzyme alone for no effect
Mtb UGM inh: blocks M. tuberculosis UGM enzyme. purified UGM, fluorescence polarization probe displacement. inhibition, % at 10 µM. P9WIQ1. 320,000 compounds, 0.06% hits; in the data active = inhibition above about 10%, passing the limit was not always enough; inconclusive = no clear call, values can overlap the other calls
Target sequence (P9WIQ1 whole entry, looked up): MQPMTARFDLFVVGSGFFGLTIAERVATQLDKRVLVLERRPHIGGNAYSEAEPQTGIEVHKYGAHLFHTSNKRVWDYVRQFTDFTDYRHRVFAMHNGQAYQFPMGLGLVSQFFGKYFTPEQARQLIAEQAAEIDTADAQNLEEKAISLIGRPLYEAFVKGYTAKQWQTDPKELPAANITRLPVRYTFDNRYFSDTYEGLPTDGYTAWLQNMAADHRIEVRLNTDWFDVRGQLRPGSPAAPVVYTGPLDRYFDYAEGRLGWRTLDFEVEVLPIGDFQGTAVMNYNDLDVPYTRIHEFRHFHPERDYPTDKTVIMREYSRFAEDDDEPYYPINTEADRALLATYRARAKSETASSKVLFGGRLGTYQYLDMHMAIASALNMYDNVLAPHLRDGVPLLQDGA
Mtb FBA inh: inhibitors of M. tuberculosis fructose-bisphosphate aldolase. AID 588726. inhibition, % at 1 µM. P9WQA3. purified M. tuberculosis FBA, fluorescence read-out. 360,000 compounds, 2.3% hits; in the data active = inhibition above about 27%;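 note: 0% = vehicle and 100% = reference inhibitor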
Target sequence (P9WQA3 whole entry, looked up): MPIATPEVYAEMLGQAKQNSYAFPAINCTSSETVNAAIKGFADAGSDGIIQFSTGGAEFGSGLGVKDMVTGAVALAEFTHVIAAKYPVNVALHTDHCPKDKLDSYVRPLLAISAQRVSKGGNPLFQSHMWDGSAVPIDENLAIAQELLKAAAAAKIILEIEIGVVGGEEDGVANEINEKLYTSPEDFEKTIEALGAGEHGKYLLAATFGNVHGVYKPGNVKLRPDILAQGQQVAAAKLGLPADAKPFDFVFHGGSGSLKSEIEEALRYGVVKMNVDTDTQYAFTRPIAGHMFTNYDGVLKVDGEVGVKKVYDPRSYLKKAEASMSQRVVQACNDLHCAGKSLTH
MazF activator: increases E. coli MazEF RNase cleavage of RNA; FAM/BHQ RNA-DNA oligo cleavage fluorescence, 5 h; 350,000 compounds, 0.32% hits; AID 504720; activation, % at 20 µM; in the data active = activation above about 50%
Target sequence (P0AE70 whole entry, looked up): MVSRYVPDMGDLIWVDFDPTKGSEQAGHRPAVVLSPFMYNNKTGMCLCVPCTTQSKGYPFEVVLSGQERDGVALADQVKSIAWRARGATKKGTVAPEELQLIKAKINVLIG
GDH-TPI counter: counter-screen for M. tuberculosis FBA inhibitors: GDH-TPI coupled enzymes. GDH-TPI coupled enzyme counterscreen, NADH absorbance. inhibition, % at 4.8 µM. 360,000 compounds, 1.2% hits; in the data active = inhibition above about 30%;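 note: 0% = DMSO wells and 100% = wells lacking the enzyme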
PrPC TRFRET: cell surface PrPC inhibition, primary TR-FRET screen; inhibition, % at 13.8 µM; TR-FRET read-out; 370,000 compounds, 0.43% hits; P04156; in the data active = inhibition above about 24%; note: 0% = median of the test wells and 100% = reference compound wells
BioA inh: blocks M. tuberculosis BioA enzyme activity; 360,000 compounds, 0.096% hits; inhibition, % at 9.99 µM; AID 602481; purified M. tuberculosis BioA enzyme, plate reader; in the data active = inhibition above about 40%; inconclusive = no clear call, values can overlap the other calls
Active calls of the source: *; ? = inconclusive; nt = no result given.

SMILES	FadD28 binding	Rv3671c protease	BoNT-F LC inh	Mtb UGM inh	Mtb FBA inh	MazF activator	GDH-TPI counter	PrPC TRFRET	BioA inh
[O-]/C(=C(\C(=S)NCCN1CCOCC1)[n+]1ccccc1)c1ccc(Cl)s1	-0.5	2.6	-6.2	0.1	-0.8	10.9	2.2	2.2	1.0
CC(Sc1nc(-c2ccccc2)nc2c1COC(C)(C)C2)C(=O)N1CCOCC1 (stereo not given)	0.4	-3.3	3.4	2.7	2.9	5.8	-0.3	2.7	10.2
Clc1ccc(-c2nc3ncccn3c2Nc2ccc3c(c2)OCCO3)cc1	-1.5	-4.1	-2.3	3.0	-2.7	2.8	2.6	-4.8	0.0
O=C(O)c1ccc(O)c(O)c1	-0.7	0.9	-5.1	-3.2	3.9	3.1	9.8	3.7	-0.5
O=C(O)CN1C(=O)C2C3CC(C2C1=O)C1C(c2ccccc2)c2sc(=O)[nH]c2SC31 (stereo not given)	-2.9	13.8	-6.4	1.0	3.7	-7.3	7.7	0.7	-0.3
CN(CC(=O)Nc1cccc(S(=O)(=O)N2CCCC2)c1)CC(=O)Nc1ccc(F)c(F)c1F	-1.7	nt	-9.4	nt	3.6	-4.6	7.6	-1.4	1.2
c1ccc(SCc2nc(-c3cccnc3)no2)cc1	0.1	3.5	-1.9	1.9	-2.2	0.6	-1.3	-0.6	0.0
O=C1Nc2ccc([N+](=O)[O-])cc2OC1CCN1CCN(c2ccccc2)CC1 (stereo not given)	1.8	0.6	-2.0	-2.0	-2.8	-5.6	13.8	-7.1	6.1
Cc1cc(CNC(=O)COC(=O)c2ccc(Cl)c(N)c2)cc(C)c1O	-3.3	-15.8	1.6	0.2	7.9	2.9	8.7	5.1	0.1
CC1=CC(C)(C)N2C(=O)C3(NCCc4c3[nH]c3ccccc43)c3cc(C)cc1c32 (stereo not given)	-1.4	2.0	-7.7	0.2	-3.0	0.5	11.4	22.4	2.1
CC(C)(C)OC(=O)[C@H](Cc1ccccc1)NC(=O)c1nc[nH]c1C(=O)NC1CCNCC1	-3.8	-0.1	-15.3	-3.5	-0.5	9.8	-12.6	9.2	1.4
CC[C@]1(C(=O)OC)[C@H]2C(=O)N(Cc3ccccc3)C(=O)[C@H]2[C@H]2CN=C(SCc3ccc(C)cc3)N21	-0.3	nt	-8.5	nt	-0.9	1.2	8.2	-3.1	0.4
CCN(CC)CCN(CC(=O)N(C1CCCCC1)C1CCCCC1)C(=O)c1cccnc1	1.8	-4.8	-16.8	-1.2	0.9	0.8	6.7	-9.6	nt
N#Cc1cccc(NC(=O)CSc2cccc[n+]2[O-])c1	-0.8	7.5	0.0	1.1	-0.7	1.4	4.1	5.6	nt
O=C(CSc1ccc(-c2ccc(F)cc2)nn1)N1CCOCC1	-0.8	0.3	1.6	0.9	-0.9	10.6	4.1	-4.6	nt
O=C(O)c1cc(N/N=C/c2ccc(N3CCOCC3)s2)ccc1Cl	45.2*	-6.5	-3.6	nt	-3.2	12.0	22.2	-2.1	0.4
N#CC1(c2ccc(NC(=O)c3ccccc3F)cc2)CCCC1	-0.6	8.4	3.0	-2.3	-1.5	-5.5	3.6	2.1	0.0
CCCCn1c(CNC(=O)C23CC4CC(CC(C4)C2)C3)nnc1SC(C)CC (stereo not given)	-2.1	2.0	-6.6	5.2	-1.1	-1.9	7.5	4.2	nt
Cc1[nH]nc2nc(SCC(=O)NCCC3=CCCCC3)n(-c3ccc(Br)cc3)c(=N)c12	-2.4	-20.9	-0.9	0.9	3.4	13.4	14.8	6.7	-2.3
Cc1ccc(NC(=O)CCC(=O)NNC(=O)c2cccs2)c(C)c1	-0.5	2.9	7.3	1.0	0.9	1.0	1.5	-0.5	nt
CCOc1ccc(C2C(C#N)=C(N)N3C(=C2C#N)Sc2ccccc23)cc1 (stereo not given)	-4.0	-7.0	8.4	0.5	2.7	99.9*	14.0	nt	-3.8
COc1ccccc1CNCC(=O)Nc1ccc(C(F)(F)F)cc1	-1.7	9.2	-4.1	-1.6	-0.2	3.4	1.6	6.3	nt
CCN(CC(=O)Nc1ccc(NC(C)=O)cc1)C(=O)CCCOc1ccc(C(C)(C)C)cc1	-2.2	-3.9	14.9	5.6	1.0	1.2	4.5	9.1	nt
CC1CC2CCCC(O)=C2C(=O)O1 (stereo not given)	-4.6	nt	-5.7	nt	-1.4	-5.2	-5.9	0.6	-1.5
Cn1c(N2CCOCC2)c(/C=N/OC(=O)c2cccnc2Cl)c2ccccc21	0.5	nt	1.7	nt	0.5	15.5	0.0	9.7	nt
Cc1cccc(C(C(=O)NC2CCCC2)N(C(=O)c2csnn2)C2CC2)c1 (stereo not given)	-0.8	3.3	4.6	0.4	-0.7	5.9	5.3	7.0	-0.1
CCS(=O)(=O)N1Cc2ccccc2CC1C(=O)Nc1nc(C)cs1 (stereo not given)	-3.3	5.5	-3.8	-0.5	4.8	-15.9	3.1	12.1	nt
CSc1ccc(CN(C)C(=O)C(c2ccccc2)c2ccccc2)cc1	-2.0	-9.8	-32.7	0.5	1.4	-1.1	-5.5	9.1	-1.2
COc1ccc(-c2nc3cc(C)c(Br)c(C)n3c2Cc2ccc(C)cc2)cc1OC	-0.6	nt	-7.2	nt	-2.2	nt	nt	7.0	-3.3
O=C(NCC1COCCO1)c1cc(COc2ccc(F)cc2F)on1 (stereo not given)	-0.3	2.2	2.0	0.2	4.9	-2.2	9.1	nt	-4.2
Cc1noc(NS(=O)(=O)c2ccc(NS(=O)(=O)c3ccc(Cl)cc3)cc2)c1C	-0.2	1.1	-2.3	-0.9	-0.9	-0.3	10.0	5.9	0.4
CCC(C)c1ccccc1NC(=O)Cc1coc2cc3c(cc12)CCC3 (stereo not given)	-4.4	-9.8	0.5	nt	-3.7	5.8	-2.5	-2.8	nt
C=CCSc1nc2ccccc2c(=O)n1C1CCOC(C)(C)C1 (stereo not given)	-0.7	2.6	nt	-2.7	-0.2	2.8	2.6	-4.0	nt
Cc1c(C)n(C(=O)CN2CCC(C)CC2)c2ccccc12	-1.0	-5.7	-18.2	-0.7	0.9	14.2	7.9	2.2	0.9
Cc1cc(C)nc(Nc2n[nH]c(-c3ccccc3N)n2)n1	-5.1	2.6	?	-1.4	15.2	-15.8	-3.5	8.3	-0.1
CC(C)C(=O)N1CCN(S(=O)(=O)c2ccc3ccccc3c2)CC1	-2.6	-6.7	-11.2	0.1	-0.1	-14.9	1.1	8.6	2.2
COc1ccc(C2C3=C(CC(C)(C)CC3=O)Oc3ncn(Cc4ccco4)c(=N)c32)cc1 (stereo not given)	3.2	0.0	36.0*	-0.3	0.6	0.2	6.2	-2.5	0.6
CC(C)(C)c1ccc(S(=O)(=O)N2CCC(CO)(CC3CCCCO3)CC2)cc1 (stereo not given)	-0.6	-5.0	-28.2	-1.7	3.7	0.2	9.0	-4.7	nt
O=C(Cc1cccs1)NCc1ccco1	-4.8	-5.2	-8.8	-1.3	0.6	-5.7	-1.9	-2.4	-0.9
O=C(O)/C=C/C(=O)NCc1cn(-c2ccccc2)nc1-c1cccc(Br)c1	-3.9	-3.4	-5.3	1.7	2.1	19.2	4.8	-3.7	nt
N/C(CC(=O)Nc1cc(C(F)(F)F)ccc1Cl)=N\O	0.2	-10.9	-3.5	2.8	3.9	5.3	3.0	-0.6	-1.6
N=Cc1c(O)n(-c2cccc(Cl)c2)c(=O)[nH]c1=O	-1.1	10.6	-1.6	1.3	-1.9	5.7	-2.5	-2.1	-0.2
Cc1nc(C)c(C(=O)Nc2ccccc2)s1	0.6	0.6	-7.3	4.9	2.0	8.0	-3.9	-0.5	2.2
Cc1ccccc1NC(=O)NNC(=O)CCc1ccccc1	-0.8	-11.1	-3.6	-1.9	0.2	8.9	-2.4	5.6	1.4
Cn1ncc(Cl)c1C(=O)N1CCN(c2ccccc2)CC1	-3.1	4.4	-0.8	-1.2	0.5	-2.4	-7.6	5.7	0.0
COc1cc([N+](=O)[O-])ccc1NC(=O)CCCOc1cc(C)ccc1C	-0.1	-2.3	-8.3	0.5	2.4	-0.7	6.4	-4.2	nt
Cc1ccc2nc(N(CCN3CCOCC3)C(=O)CCS(=O)(=O)c3ccccc3)sc2c1	-1.5	-3.1	-3.1	-5.0	-2.7	0.4	-10.2	8.1	-1.5
Cc1ccc(NS(=O)(=O)c2ccc(-n3cccn3)cc2)c(C)c1	-0.3	-7.5	0.6	2.8	-1.9	2.5	-3.5	-0.9	-0.8

Retrieved by compound from above (5):
SMILES	FadD28 binding	Rv3671c protease	BoNT-F LC inh	Mtb UGM inh	Mtb FBA inh	MazF activator	GDH-TPI counter	PrPC TRFRET	BioA inh
CC(C)(C)c1ccc(S(=O)(=O)N2CCC(CO)(CC3CCCCO3)CC2)cc1 (stereo not given)	-0.6	-5.0	-28.2	-1.7	3.7	0.2	9.0	-4.7	nt
Clc1ccc(-c2nc3ncccn3c2Nc2ccc3c(c2)OCCO3)cc1	-1.5	-4.1	-2.3	3.0	-2.7	2.8	2.6	-4.8	0.0
CC(Sc1nc(-c2ccccc2)nc2c1COC(C)(C)C2)C(=O)N1CCOCC1 (stereo not given)	0.4	-3.3	3.4	2.7	2.9	5.8	-0.3	2.7	10.2
N/C(CC(=O)Nc1cc(C(F)(F)F)ccc1Cl)=N\O	0.2	-10.9	-3.5	2.8	3.9	5.3	3.0	-0.6	-1.6
Cc1nc(C)c(C(=O)Nc2ccccc2)s1	0.6	0.6	-7.3	4.9	2.0	8.0	-3.9	-0.5	2.2

Carrying on.
SMILES	FadD28 binding	Rv3671c protease	BoNT-F LC inh	Mtb UGM inh	Mtb FBA inh	MazF activator	GDH-TPI counter	PrPC TRFRET	BioA inh
COc1ccc(NC(=O)C2(C)CCCN(C(C)=O)C2)cc1F (stereo not given)	-2.7	nt	-1.9	nt	4.2	nt	-8.4	1.6	1.4
Cc1csc(SCC(=O)Nc2ccccc2)n1	-1.3	-6.1	-1.0	1.6	0.8	-10.4	10.4	1.2	nt
CCOc1ccc(N(C)S(=O)(=O)c2csc(C(N)=O)c2)cc1	nt	-4.8	-16.9	-0.3	-4.2	5.2	-1.4	5.1	-0.3
CCOc1cc(/C=N/NC(=O)N/N=C/c2ccc(O)c(OCC)c2)ccc1O	nt	-2.0	nt	1.4	nt	7.6	nt	-10.2	nt
CCCC1NC(=O)c2cc3ccccc3cc2-n2c1nc1cc(Cl)ccc1c2=O (stereo not given)	-3.4	nt	3.5	nt	1.9	-20.1	12.8	3.4	0.0
O=C(CN1CCC(O)(c2cccc(F)c2)CC1)NCCc1c[nH]c2ccccc12	-6.0	-5.8	-0.5	0.4	-2.9	12.5	9.1	-4.5	1.7
CCOCC(=O)Nc1cc(C(F)(F)F)ccc1Oc1cccc(Br)c1	-0.4	2.5	0.2	-1.8	-0.4	-9.5	1.3	2.0	-0.7
COc1cccc(CN2CCCCC2C(=O)O)c1 (stereo not given)	1.1	-1.9	-7.0	-1.6	7.0	6.3	1.3	4.0	0.3
Cc1ccccc1NC(=O)CSc1ccc(-c2ccc(-n3cccn3)cc2)nn1	-0.8	-0.7	9.4	-3.5	1.1	-38.6	-5.8	-3.8	-1.6
COc1ccccc1NNC(=O)C(O)(c1ccccc1)c1ccccc1	-1.5	6.3	-2.4	0.7	1.2	11.1	-7.2	9.6	nt
CC(C)N(Cc1nc(-c2ccc(Cl)cc2)no1)C(=O)C12CC3CC(CC(C3)C1)C2	-2.6	1.2	-11.0	-2.8	2.8	9.6	2.2	-7.3	1.1
NC(=O)Nc1ccc(C(=O)OCC(=O)Nc2cccc(S(=O)(=O)NC3=NCCC3)c2)cc1	-2.5	-12.8	-3.4	-1.4	1.8	11.4	-0.4	-0.6	-0.3
COc1ccc(CCNC(=O)COc2cc(C)cc3oc(=O)cc(C)c23)cc1	-1.6	-4.0	-0.5	-3.2	2.9	0.1	6.0	0.6	-0.3
CN(CCO)S(=O)(=O)c1ccc2c(c1)C(=NNC(N)=O)c1cc(S(=O)(=O)N(C)CCO)ccc1-2	-2.4	-8.6	2.8	-0.4	2.6	6.1	56.2*	-45.3	-3.1
O=C(CN1C(=O)NC(Cc2ccccc2)C1=O)Nc1ccc(OC(F)F)cc1 (stereo not given)	-2.3	2.3	1.1	2.1	5.5	-3.8	9.4	-10.8	-2.4

Compound activity as filed in PubChem.
